High-throughput results as filed in PubChem BioAssay.
NIH3T3 HSF-1 reporter: decrease of heat-induced HSF-1 GFP reporter, dose response, NIH3T3 R4 cells, GFP/RFP, cherry-pick, set 3 (AID 493083). 2,400 tested, 4% active. activity change, negative = inhibition, % at the top dose, mostly 19.5 µM; hits show AC50 in µM. NIH3T3 R4 HSF-1 GFP reporter, heat shock, 48 h;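 active = compounds lowering signal whose fitted AC50 is at most ten times the top tested dose; inconclusive = flat fit with moderate inhibition, or poor curve fit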;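 note: 0% = neutral control wells and -100% = didemnin B positive control; many of its hits are not listed in these tables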
Numbers without * were called inactive; ? = inconclusive. The list is partial. The share of hits here may be higher or lower than overall.

SMILES	NIH3T3 HSF-1 reporter
Cc1cc(=O)[nH]c(NN=C2CCC(C(C)(C)C)CC2)n1 (configuration not stated)	-7%
CCOC(=O)c1cc(S(=O)(=O)N2CCc3ccccc32)cn1C	12%
Cc1c(C(=O)C(=O)NCc2cccs2)c2ccccc2n1C	7%
Cc1cccc(CS(=O)(=O)Cc2ccc(C(=O)NCc3cccs3)o2)c1	15%
CCOc1cc(C(=O)NCc2ccccc2)ccc1OCC(=O)N1CCOCC1	1%
COc1cc2cc(CN(C(=O)NC3CCCCC3)C3CCCC3)c(=O)[nH]c2cc1OC	1%
COc1ccc2nc(Cl)c(C#N)cc2c1	-7%
Cn1ccnc1SCC(=O)N(C1CCCCC1)C1CCCCC1	-5%
CC1CCCN(C(=O)C2CCN(S(=O)(=O)c3ccc4c(c3)CC(C)N4C(=O)C3CC3)CC2)C1 (configuration not stated)	5%
COC(=O)c1ccc2nc(Nc3nc4ccc(F)cc4s3)sc2c1	-7%
COc1ccc2c(c1)c(CC(=O)Nc1nnc(C3CC3)s1)c(C)n2C(=O)c1ccc(Cl)cc1	-17%
O=S(=O)(c1ccc2c(c1)C(=NO)c1cc(S(=O)(=O)N3CCCCC3)ccc1-2)N1CCCCC1	2.1µM*
Nc1nc(NCc2ccco2)nc(NC2CCCCC2)c1[N+](=O)[O-]	0%
CCn1c(SCC(=O)Nc2ccc(N(C)C)cc2)nnc1-c1cccc(C)c1	5%
Cc1c(Cl)cccc1NC(=O)CS(=O)(=O)c1ccccc1	-2%
COc1ccc(Nc2nc(N)nc(CSc3nc(C)cc(C)n3)n2)cc1	-4%
c1ccc(OCCSc2nc3ccccc3o2)cc1	-2%
CC(=O)NC(c1ccc(C)cc1)c1cc(Cl)c2cccnc2c1O (configuration not stated)	12%
NCCCC[C@@H](C(=O)N1CCNCC1)n1cc([C@@H](N)CO)nn1	-1%
CN(C)c1ccc(CNc2ccc3c(c2)ncn3C(C)(C)C)cc1	21%
CC(C)C[C@H](NC(=O)N1CCCCCC1)C(=O)O	1%
NC(=O)CCC(C(=O)O)N1C(=O)c2ccc(O)cc2C1=O (configuration not stated)	-7%
CCCCN(C)CCNC(=O)c1cc2c(-c3ccccc3F)nn(C)c2s1	4%
CCN(CC)CCCNC(=O)C1CCC(CNS(=O)(=O)c2ccc(Cl)cc2)CC1 (configuration not stated)	-9%
CCOC(=O)c1cc(CC)sc1/N=C/C1=C(O)CCCC1=O	2%
Cc1ccc(OCC(=O)NC(=S)Nc2ccccn2)c(Br)c1	-3%
CCC(=O)Oc1oc(-c2ccccc2)nc1C=Nc1ccccc1OC	18%
Cc1cccc(C(=O)NC(=S)NNC(=O)c2ccccc2Cl)c1	8%
O=C(NCCNc1ccnc2cc(Cl)ccc12)c1ccccc1F	25%
O=C(c1ccncc1)N1CCN(c2ccc(F)cc2)CC1	2%
O=C1CN(C(=O)COc2c(Cl)cccc2Cl)c2ccccc2N1	-1%
O=C(CN1CCCCC1)Nc1cccc2c1OCO2	9%
O=C(O)c1cccc(NC(=S)N/N=C/c2cccnc2)c1	-4%
Cc1oc(-c2cc3c(cc2Cl)OCO3)nc1CN1CCCC1c1ccc(F)cc1 (configuration not stated)	14%
Cc1ccc(N2C(=O)c3ccccc3C2Nc2ccccc2F)nc1 (configuration not stated)	0%
Fc1cc(F)cc(-c2oncc2-c2nnnn2-c2ccccc2)c1	2%
CC(C)(C)N1[C@@H](CC(=O)O)c2cc(C(F)(F)F)ccc2S1(=O)=O	1%
COC(=O)CCS(=O)(=O)c1nc(-c2ccccc2)cc(C(F)(F)F)n1	?
CC1CCN(c2nc3ccc(C(=O)O)cc3s2)CC1	-6%
Cc1nnsc1S(=O)c1ccc(Cl)c(Cl)c1 (configuration not stated)	37%
Cc1ccc(S(=O)(=O)NC(C)(C)CSc2nncn2N)cc1	-5%
COc1cc(C(C(=O)NCc2ccccc2)N(Cc2ccco2)C(=O)c2cnccn2)cc(OC)c1OC (configuration not stated)	-4%
CC(=O)Nc1ccc(-c2nnn(CC(=O)Nc3ccc4c(c3)OCO4)n2)cc1Cl	-2%
COc1ccc(NC(=O)C2CC2)cc1-n1cnnn1	23%
CCc1ccccc1N(CC(=O)NCc1ccco1)C(=O)CCC(=O)Nc1ccccn1	-9%

An excerpt from above in order of the NIH3T3 HSF-1 reporter value, ascending:
SMILES	NIH3T3 HSF-1 reporter
Cn1ccnc1SCC(=O)N(C1CCCCC1)C1CCCCC1	-5%
COc1cc2cc(CN(C(=O)NC3CCCCC3)C3CCCC3)c(=O)[nH]c2cc1OC	1%
Cc1cccc(C(=O)NC(=S)NNC(=O)c2ccccc2Cl)c1	8%

(further entries)
SMILES	NIH3T3 HSF-1 reporter
Nn1c(=O)c2ccccc2n2c(SCc3ccccc3)nnc12	-6%
O=C(NC(=S)NC1C2CC3CC(C2)CC1C3)c1ccccc1 (configuration not stated)	3%
COc1cc2c(cc1OC)C(C(=O)NC1CC1)C1c3ccccc3CCN1C2=O (configuration not stated)	-7%
COc1ccc(C(C)NC(=S)NC2CCCCC2)cc1OC (configuration not stated)	3%
CN(C)c1ccc(/C=N\Nc2nc(-c3ccccc3)cc(=O)[nH]2)cc1	-3%
CN1/C(=C/C(=O)c2nc(S(C)(=O)=O)ncc2Cl)C(C)(C)c2ccccc21	?

A different layout for part of the listing above.
SMILES | NIH3T3 HSF-1 reporter
O=C(NCCNc1ccnc2cc(Cl)ccc12)c1ccccc1F | 25%
O=C(c1ccncc1)N1CCN(c2ccc(F)cc2)CC1 | 2%
O=C1CN(C(=O)COc2c(Cl)cccc2Cl)c2ccccc2N1 | -1%
O=C(CN1CCCCC1)Nc1cccc2c1OCO2 | 9%
O=C(O)c1cccc(NC(=S)N/N=C/c2cccnc2)c1 | -4%
Cc1oc(-c2cc3c(cc2Cl)OCO3)nc1CN1CCCC1c1ccc(F)cc1 (configuration not stated) | 14%
Cc1ccc(N2C(=O)c3ccccc3C2Nc2ccccc2F)nc1 (configuration not stated) | 0%
Fc1cc(F)cc(-c2oncc2-c2nnnn2-c2ccccc2)c1 | 2%
CC(C)(C)N1[C@@H](CC(=O)O)c2cc(C(F)(F)F)ccc2S1(=O)=O | 1%
COC(=O)CCS(=O)(=O)c1nc(-c2ccccc2)cc(C(F)(F)F)n1 | ?
CC1CCN(c2nc3ccc(C(=O)O)cc3s2)CC1 | -6%
Cc1nnsc1S(=O)c1ccc(Cl)c(Cl)c1 (configuration not stated) | 37%
Cc1ccc(S(=O)(=O)NC(C)(C)CSc2nncn2N)cc1 | -5%
COc1cc(C(C(=O)NCc2ccccc2)N(Cc2ccco2)C(=O)c2cnccn2)cc(OC)c1OC (configuration not stated) | -4%
CC(=O)Nc1ccc(-c2nnn(CC(=O)Nc3ccc4c(c3)OCO4)n2)cc1Cl | -2%
COc1ccc(NC(=O)C2CC2)cc1-n1cnnn1 | 23%
CCc1ccccc1N(CC(=O)NCc1ccco1)C(=O)CCC(=O)Nc1ccccn1 | -9%
Nn1c(=O)c2ccccc2n2c(SCc3ccccc3)nnc12 | -6%
O=C(NC(=S)NC1C2CC3CC(C2)CC1C3)c1ccccc1 (configuration not stated) | 3%
COc1cc2c(cc1OC)C(C(=O)NC1CC1)C1c3ccccc3CCN1C2=O (configuration not stated) | -7%
COc1ccc(C(C)NC(=S)NC2CCCCC2)cc1OC (configuration not stated) | 3%
CN(C)c1ccc(/C=N\Nc2nc(-c3ccccc3)cc(=O)[nH]2)cc1 | -3%
CN1/C(=C/C(=O)c2nc(S(C)(=O)=O)ncc2Cl)C(C)(C)c2ccccc21 | ?
